# Screening results deposited in PubChem by National Center for Advancing Translational Sciences (NCATS).
# TDP1 inh = blocks human tyrosyl-DNA phosphodiesterase 1; Q9NUW8; recombinant TDP1, AlphaScreen DNA substrate cleavage; Potency, µM (series often up to 130 µM), for the others: top-dose activity change, negative = inhibition, usual class: inhibitors; hit rate 0.28% among 350,000; also: nearly all actives have a fitted effect of over 40% in size
# Target sequence (Q9NUW8 whole entry, looked up): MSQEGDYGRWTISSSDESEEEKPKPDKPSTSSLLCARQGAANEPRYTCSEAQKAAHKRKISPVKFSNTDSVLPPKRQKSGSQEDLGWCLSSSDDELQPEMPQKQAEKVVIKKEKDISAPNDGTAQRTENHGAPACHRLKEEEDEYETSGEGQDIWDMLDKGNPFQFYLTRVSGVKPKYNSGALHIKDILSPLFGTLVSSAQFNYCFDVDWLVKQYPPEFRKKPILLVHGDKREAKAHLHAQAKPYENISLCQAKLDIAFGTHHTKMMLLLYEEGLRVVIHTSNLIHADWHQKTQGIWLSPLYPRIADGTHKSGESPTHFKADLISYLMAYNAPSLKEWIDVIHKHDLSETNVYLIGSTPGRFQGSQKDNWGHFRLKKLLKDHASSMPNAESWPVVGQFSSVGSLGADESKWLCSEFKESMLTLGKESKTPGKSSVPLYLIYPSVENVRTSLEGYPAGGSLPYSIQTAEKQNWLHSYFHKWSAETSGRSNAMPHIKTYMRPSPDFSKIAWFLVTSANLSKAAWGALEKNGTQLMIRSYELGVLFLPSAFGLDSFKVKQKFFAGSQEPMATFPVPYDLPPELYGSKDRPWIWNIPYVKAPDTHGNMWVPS
#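 Enzyme-compound mixtures sat 15 min at room temperature, followed by a 5 min reaction with 15 nM final substrate and 10 min with AlphaScreen beads. Recombinant human Tdp1 was used at 1 nM final.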
# TDP1 cell CPT = growth inhibition of DT40 Tdp1-/-;hTDP1 cells with camptothecin (screen for TDP1 inhibitors); Potency, µM (series often up to 46.2 µM), for inactives: at the top dose activity change, negative = growth inhibition, most hits filed as inhibitors; hit rate 12% among 420,000; chicken DT40 Tdp1-/-;hTDP1 cells + 20 nM CPT, ATP luminescence, 48 h; also: nearly all actives have a fitted effect of over 55% in size
#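 Cell growth measured by CellTiter-Glo luminescence after a minimum 48 h, 37 C compound exposure with 20 nM CPT in Tdp1-knockout DT40 cells stably expressing hTDP1, seeded 400/well; qHTS titration format.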
# DT40 TDP1 no CPT = qHTS for Inhibitors of human tyrosyl-DNA phosphodiesterase 1 (TDP1): qHTS in cells in absence of CPT; DT40 Tdp1-/- hTDP1 cells, no CPT, ATP luminescence, 48 h; Potency, µM (titrated, usually from 46.2 µM), without a hit: at the highest dose activity change, negative = growth inhibition, usual class: inhibitors; hit rate 15% among 420,000; AID 686978, 2013; also: nearly all actives have a fitted effect of over 55% in size
#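 Cells were dispensed at 400 per well, compounds added by pin tool, plates incubated ≥48 hr at 37 °C, then CellTiter-Glo added for 30 min at room temperature before luminescence reading. Line: DT40 Tdp1-/- complemented with hTDP1; camptothecin omitted.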
# * marks the source's active call; other numbers are inactive results; ? = inconclusive; nt = not tested or not shown; [ ] = remark or other dose. Calls follow the shape of the dose curve; as a rule, active = well fitted curve in the direction sought with a large enough effect; inconclusive = small, poorly fitted or top-dose-only effect, or another doubt; inactive = no such curve, though single readings can be large; an effect the other way counts as inactive or inconclusive. % is scaled to controls: 0 for no effect and ±100 for the full control effect; potency is read from the fitted curve at half-maximal effect.
SMILES,TDP1 inh,TDP1 cell CPT,DT40 TDP1 no CPT
CN1C(=O)/C(=N/OC(=O)c2ccccc2)c2ccccc21,6%,7.3µM*,12µM*
O=C(OCC(=O)N1CCOCC1)c1ccccc1OCc1ccc(Cl)cc1,3%,11%,?
CCn1c(SCC(=O)N2CC(=O)Nc3ccccc32)nnc1-c1ccoc1C,1%,17%,15%
CCCOC(=O)c1ccc(NC(=O)c2ccccc2[N+](=O)[O-])cc1,7%,?,-10%
CCN1CCOC(=O)C1CC(=O)Nc1cc(Cl)ccc1OC (centres undefined),-1%,4.6µM*,2.6µM*
CCn1nnc(NC(=O)c2cc3ccccc3o2)n1,7%,-2%,-12%
Fc1ccc(-c2nc3ccccc3c3nc4ccccc4n23)cc1,-3%,?,?
COc1ccc(OCC(=O)NNC(=O)CCc2ccccc2)cc1,-6%,-6%,-18%
O=C(N/N=C/c1cccnc1)NC12CC3CC(CC(C3)C1)C2,-2%,-17%,?
COc1ccccc1OCCN1CSC(=S)N(C)C1,4%,1.2µM*,1.8µM*
Cc1c(C#N)c2ccccc2n1CC(=O)NCc1cccnc1,-3%,-29%,-21%
CCOc1ccc(CCNC(=O)c2ccc(Nc3nc4ccccc4n4nnnc34)cc2)cc1OCC,0%,-23%,?
CCN(CC)CCNC(=O)c1ccc(NC(=O)c2cccc(S(=O)(=O)N3c4ccccc4CC3C)c2)cc1 (centres undefined),7%,?,-17%
CCOc1ccccc1NC(=O)C(C)Sc1nc(-c2ccccc2)c(C#N)c(=O)[nH]1 (centres undefined),8%,-2%,-23%
O=C(COC(=O)CN1C(=O)c2ccccc2C1=O)Nc1ccccc1,0%,-16%,1%
CCOC(=O)CC(=O)CSc1ncnc2c1nnn2-c1ccc(F)cc1,1%,5%,-21%
CC1=CC(=C(C#N)C#N)C=C(C)N1CCN1CCNCC1,-2%,5%,-1%
CCOC(=O)c1ccc(N2CCOCC2)c(NC(=O)c2nccnc2C(=O)O)c1,2%,-1%,16%
CCCCn1cnc2c(cnn2-c2ccc(F)cc2)c1=O,-2%,-16%,-28%
NC(=O)c1cccnc1Nc1ccccc1Cl,0%,23%,1%
COc1cc(-c2nc(-c3cccnc3)no2)cc(OC)c1OC,2%,?,?
CCCCCCCCN=C1NC(=O)CS1,-4%,?,?
Cc1cc(C(=O)N/N=C/c2cc([N+](=O)[O-])ccc2O)c2ccccc2n1,11%,5.2µM*,4.6µM*
CN(C)S(=O)(=O)c1ccc(NC(=O)COC(=O)Cn2[nH]c(=O)c3ccccc3c2=O)cc1,9%,2%,4%
COc1ccc(S(=O)(=O)N(C)CC(=O)NCCN2CCOCC2)cc1,nt,8%,-9%
CCOC(=O)C1CCN(C(=O)C2CCN(S(=O)(=O)c3c(C)noc3/C=C/c3ccc(C)cc3)CC2)CC1,5%,?,5.2µM*
CCOC(=O)c1cnn(Cc2ccc(C)cc2)c1N,8%,?,-17%
CN(C)CCN1C(=O)c2cccc3cc([N+](=O)[O-])cc(c23)C1=O,nt,0.21µM*,0.26µM*
Cc1ccc(Nc2nc(N)nc(CN3CCN(c4ccccc4F)CC3)n2)cc1,12%,?,?
N#Cc1c(C(F)(F)F)cc(-c2ccccc2)nc1SCC(=O)Nc1sc2c(c1C#N)CCC2,-2%,13µM*,10µM*
COc1cccc(-c2nccc(NC3CCNCC3)n2)c1,20µM*,?,?
CCCCc1c(C)c(C#N)c2[nH]c3ccccc3n2c1=O,5%,23µM*,16µM*
CCOC(=O)[C@@H]1[C@H]2COc3ccc(Br)cc3[C@H]2N2C(=O)N(c3ccc(C(F)(F)F)cc3)C(=O)[C@]12C,1%,?,12µM*
CC(C)c1cc(NCCCN2CCOCC2)n2c(nc3ccccc32)c1C#N,2%,-24%,-13%
CCCCNC(=O)C1CCC(CNS(=O)(=O)c2ccc(Cl)cc2)CC1 (centres undefined),-3%,-11%,-10%
O=C(Cc1ccc(Cl)cc1)OCC(=O)c1ccc[nH]1,1%,0%,6%
NNc1nc(-c2ccccc2Cl)c2cc(Br)ccc2n1,nt,21µM*,5.2µM*
CCc1ccccc1NC(=O)CCCN1C(=O)C2CC=CCC2C1=O (centres undefined),5%,3%,8%
O=C(COc1ccc(Cl)cc1)N(Cc1ccc(F)cc1)C1CCS(=O)(=O)C1 (centres undefined),1%,-26%,-21%
COc1ccc(CCNS(=O)(=O)CCNC(=O)c2ccc3c(c2)OCO3)cc1,-1%,-4%,?
CCCCCCCCN1C(=O)N(C)C(N(O)C(=O)NC)C1(C)C (centres undefined),-2%,?,?
O=C(N/N=C/c1ccco1)C1COc2ccccc2O1 (centres undefined),8%,-2%,-25%
CC1(C(=O)NS(=O)(=O)c2ccccc2Cl)CCN1C(=O)CCc1ccccc1 (centres undefined),nt,-11%,-4%
CC(OC(=O)Cc1coc2cc3c(cc12)CCC3)C(=O)NCc1ccc2c(c1)OCO2 (centres undefined),-1%,3%,?
CC(C)(C)SCCNS(=O)(=O)c1ccc(Cl)cc1,-3%,?,?
Cc1ccc(OCC(=O)Oc2c(C)cccc2C)cc1C,nt,-11%,-1%
CCC1=NN(C(=O)Cc2ccc([N+](=O)[O-])cc2)C(O)(c2ccc(Br)cc2)C1 (centres undefined),7%,2%,-6%
CN1C(C(=O)Nc2ncccn2)=C(O)c2ccccc2S1(=O)=O,nt,4%,-16%
CCN(CC)Cc1oc(CO)cc(=O)c1O,50µM*,1%,-16%
COc1cccc(C(=O)Nc2nnc(S(=O)(=O)N(C)Cc3ccccc3)s2)c1,5%,?,-18%

# Next part
SMILES,TDP1 inh,TDP1 cell CPT,DT40 TDP1 no CPT
O=C(c1ccncc1)c1nccn1-c1ccccn1,6%,-8%,-2%
CCN(c1cccc(C)c1)S(=O)(=O)c1ccc2[nH]cc(C(=O)NCCCOC)c(=O)c2c1,2%,-25%,?
O=C(OCC(=O)N1CCN(C(=O)c2ccco2)CC1)c1ccc(Cl)c(Cl)c1,2%,-19%,?
Cc1ccc(CNC(=O)CCSCc2cccc(F)c2)cc1,nt,-18%,9%
COc1ccc(-c2cc(-c3ccccc3)c(C#N)c(S(C)(=O)=O)n2)cc1,-2%,?,?
COc1cc2c(cc1NC(=O)COC(=O)C1CC(=O)N(Cc3ccco3)C1)oc1ccccc12 (centres undefined),-1%,-1%,-29%
COc1cccc(CN2CC(C(=O)N(C)Cc3ccnc4ccccc34)CCC2=O)c1 (centres undefined),1%,-10%,11%
CCOC(=O)c1oc2ccccc2c1NC(=O)c1ccc(Cl)s1,2%,?,?
CCOc1ccc(CCNC(=O)c2cccc(S(=O)(=O)N3CCCC3)c2)cc1OCC,5%,?,?
COc1ccc(OC)c(-c2cc(C(=O)Nc3cccc(Cl)c3C)no2)c1,-2%,-16%,-28%
CC(C)CN1CCCC2(CCN(C(=O)c3cnccn3)CC2)C1,nt,1%,0%
O=C(O)CSc1ccc(NC(=O)Nc2ccccc2F)cc1,4%,?,?
CCOc1ccc(-n2c(C)cc(C(=O)NS(=O)(=O)c3ccc(C)cc3)c2C)cc1,5%,-2%,-17%
COc1cc(NC(=O)CSc2nncn2C)c(C)cc1[N+](=O)[O-],-2%,12%,-8%
O=c1c(CCc2ccccc2)nc2cnc(N3CCOCC3)nc2n1-c1ccccc1,nt,-15%,21%
N#Cc1c(/N=C/c2ccccc2)oc(-c2ccccc2)c1-c1ccccc1,3%,?,?
CCCCNc1nc(N)ncc1[N+](=O)[O-],8%,0%,5%
CCOc1ccc(-c2nnc(SCC(=O)NCc3ccccc3)o2)cc1,9%,?,?
CC(OC(=O)Cn1cnc2c1c(=O)n(C)c(=O)n2C)C(=O)N(C)c1ccccc1 (centres undefined),-3%,?,-29%
COc1cccc(COC(=O)C2CCN(S(=O)(=O)c3ccc(C)cc3)CC2)c1OC,nt,-4%,-26%

# 3 of these compounds in another layout:
compound: Cc1ccc(OCC(=O)Oc2c(C)cccc2C)cc1C
  TDP1 inh = nt
  TDP1 cell CPT = -11%
  DT40 TDP1 no CPT = -1%
compound: CCC1=NN(C(=O)Cc2ccc([N+](=O)[O-])cc2)C(O)(c2ccc(Br)cc2)C1 (centres undefined)
  TDP1 inh = 7%
  TDP1 cell CPT = 2%
  DT40 TDP1 no CPT = -6%
compound: CN1C(C(=O)Nc2ncccn2)=C(O)c2ccccc2S1(=O)=O
  TDP1 inh = nt
  TDP1 cell CPT = 4%
  DT40 TDP1 no CPT = -16%

# Next compounds follow:
SMILES,TDP1 inh,TDP1 cell CPT,DT40 TDP1 no CPT
O=C(Nc1ccccc1C(F)(F)F)c1nc(S(=O)(=O)Cc2ccccc2F)ncc1Cl,nt,0.56µM*,0.71µM*
C[C@@H]1C(=O)N(c2ccccc2)[C@@H]1c1ccncc1,nt,1%,-16%
COC(=O)CNC(c1ccccc1)c1cc(Br)ccc1NS(=O)(=O)c1ccc(C)cc1 (centres undefined),4%,?,?
CCOC(=O)N1CCN(C(=O)CNC(=O)Cc2ccc(Cl)cc2)CC1,4%,-9%,-17%
CCCCc1c(O)cc(C)[nH]c1=O,0%,10%,-16%
COc1cc(C2Nc3ccccc3C(=O)N2c2ccccc2)c(Br)cc1OCC(=O)O (centres undefined),-4%,-12%,-21%
COc1ccc(/C=N/NC(=O)c2cccc(C(=O)N/N=C/c3ccc(OC)c(OC)c3)n2)cc1OC,nt,1%,-7%
Cc1ccc(OCCOC(=O)CN2C(=O)NC3(CCCC3)C2=O)cc1,3%,?,-25%
CCc1[nH]c(=O)c(C#N)c2c1CCCC2,4%,-16%,-11%
CCCc1cc(C(=O)Nc2cccnc2)no1,0%,9.2µM*,-5%
C[C@H](CO)N1C[C@H](C)[C@@H](CN(C)Cc2ccncc2)Oc2c(NC(=O)C3CCCCC3)cccc2C1=O,3%,?,?
Cc1cc(C)cc(NC(=O)CSc2oc(-c3cccs3)nc2S(=O)(=O)c2ccccc2)c1,3%,21µM*,5.8µM*
O=C(CCc1ccccc1)NNC(=O)CCc1ccccc1,4%,-1%,-5%
CCc1noc(C)c1C(=O)OCC(=O)c1ccc(OC)c(OC)c1,1%,1%,-16%
Oc1ccccc1/C=N/Nc1nn[nH]n1,7%,-8%,-7%
COc1ccc(/C(C)=N/NC(=O)CNC(=O)c2cccnc2)c(OC)c1,nt,0%,-3%
Cc1ccc(CNC(=S)NC2CCC(C(C)(C)C)CC2)cc1 (centres undefined),6%,?,23µM*
Cc1ccc(OCCCCCN2CCOCC2)cc1,nt,-4%,-6%
COCCN(C(=S)Nc1ccccc1C)C(C)c1ccco1 (centres undefined),2%,-16%,30%
O=C(Nc1cccc(Cl)c1)c1cc(N=Nc2ccc([N+](=O)[O-])cc2Cl)ccc1O,9%,5.2µM*,2.6µM*

# The list goes on (four carried over from the part before).
SMILES,TDP1 inh,TDP1 cell CPT,DT40 TDP1 no CPT
Cc1ccc(CNC(=S)NC2CCC(C(C)(C)C)CC2)cc1 (centres undefined),6%,?,23µM*
Cc1ccc(OCCCCCN2CCOCC2)cc1,nt,-4%,-6%
COCCN(C(=S)Nc1ccccc1C)C(C)c1ccco1 (centres undefined),2%,-16%,30%
O=C(Nc1cccc(Cl)c1)c1cc(N=Nc2ccc([N+](=O)[O-])cc2Cl)ccc1O,9%,5.2µM*,2.6µM*
O=C(O)c1ccccc1-c1ccccc1C(=O)Nc1ccc(F)cc1,nt,10%,-11%
Nc1ccc2cccnc2c1,nt,?,-29%
Cc1ccc(OC(=O)c2oc3ccc(F)cc3c2C)c(C)c1,-12%,-4%,-2%
Cc1ccc(C)c(Cn2c3ccccc3c3cnn(CC(=O)NCCN4CCOCC4)c(=O)c32)c1,6%,16µM*,18µM*
CN(C)S(=O)(=O)c1ccc(N2CCCC2)c(C(=O)NNC(=O)COc2cccc(F)c2)c1,1%,4%,-1%
COCC(=O)N1CCC(Oc2ccc(C(=O)NCc3cc(C(C)C)no3)cc2)CC1,6%,-13%,-5%
CC1CCN(S(=O)(=O)c2ccc3[nH]cc(C(=O)NCc4ccc(F)cc4)c(=O)c3c2)CC1,5%,-2%,-12%
CCOC(=O)CCCNS(=O)(=O)c1c(C)ccc2nsnc12,-6%[56.1 µM],-14%,-25%
CC1=C(C)CC(C(=O)Nc2nccs2)C(C(=O)O)C1 (centres undefined),nt,15%,-9%
CC(C)NC(=O)CSc1nnc(-c2ccc3ncccc3c2)n1C,nt,-2%,-12%
CC(=O)c1cccc2c(O)c(C3=Nc4ccccc4C3=O)[nH]c12,10%,18µM*,15µM*
